SW480 rerep: A quantitative high throughput screen for small molecules that induce DNA re-replication in SW480 colon adenocarcinoma cells; SW480 DNA re-replication, Hoechst DNA content imaging, 48 h; Potency, µM (titrated, usually from 46.1 µM), for inactives: at the top dose re-replication activation, hits mostly activators; 340,000 tested, 1.8% active; further: % of control where 0% means no effect; nearly all actives have a fitted effect of over 55% in size
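Cells (250 per well) received 23 nL compound or DMSO by pin tool and were kept 48 hr at 37 C, 5% CO2. Nuclei were then stained with Hoechst for 40 min and scanned for DNA content.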
HT1080NT lethal: qHTS for induction of synthetic lethality in tumor cells producing 2HG: qHTS for the HT-1080-NT fibrosarcoma cell line; HT-1080-NT fibrosarcoma viability, CellTiter-Glo ATP luminescence, 48 h; Potency, µM (top dose mostly 46.1 µM), inactives show top-dose activity, negative = less viability, most hits filed as cytotoxic; 360,000 tested, 1.6% active; AID 686970, 2013;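 further: NT is the 2HG producing partner of a matched IDH1 knockdown line; 0% = DMSO-treated cells and -100% = media-only wells without cells; nearly all actives have a fitted effect of over 55% in size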
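Read-out is CellTiter-Glo luminescence after 10 minutes at room temperature, following 48 hours' compound treatment of HT-1080-NT cells (750 cells/well, RPMI, 5% FBS, 37 degrees C).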
HT1080 IDH1KD tx: qHTS for induction of synthetic lethality in tumor cells producing 2HG: qHTS for the HT-1080-IDH1KD cell line; HT-1080 IDH1 knockdown viability, ATP luminescence, 48 h; Potency, µM (series often up to 46.1 µM), inactives show top-dose activity, negative = toxicity, usual class: cytotoxic; 360,000 tested, 2% active;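 further: 0% = DMSO wells and -100% = cell-free medium wells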
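CellTiter-Glo luminescence after 48 h compound exposure at 37 degrees C of IDH1-knockdown HT-1080 cells in 5% FBS RPMI. %Activity scaled between DMSO wells and cell-free media wells, with curves fitted and assigned curve classes.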
GLP-1R agonist: qHTS of GLP-1 Receptor Agonists. Potency, µM (series often up to 45.6 µM), for inactives: at the highest dose activation, most hits filed as activators. 380,000 tested, 0.007% active. HEK293 GLP-1R CRE-luciferase, luminescence, 4-6 h; cells express a hypersensitive GLP-1R form. Glucagon-like peptide 1 receptor (Homo sapiens), P43220; further: % of control where 0% means no effect
Target sequence (P43220 whole entry, looked up): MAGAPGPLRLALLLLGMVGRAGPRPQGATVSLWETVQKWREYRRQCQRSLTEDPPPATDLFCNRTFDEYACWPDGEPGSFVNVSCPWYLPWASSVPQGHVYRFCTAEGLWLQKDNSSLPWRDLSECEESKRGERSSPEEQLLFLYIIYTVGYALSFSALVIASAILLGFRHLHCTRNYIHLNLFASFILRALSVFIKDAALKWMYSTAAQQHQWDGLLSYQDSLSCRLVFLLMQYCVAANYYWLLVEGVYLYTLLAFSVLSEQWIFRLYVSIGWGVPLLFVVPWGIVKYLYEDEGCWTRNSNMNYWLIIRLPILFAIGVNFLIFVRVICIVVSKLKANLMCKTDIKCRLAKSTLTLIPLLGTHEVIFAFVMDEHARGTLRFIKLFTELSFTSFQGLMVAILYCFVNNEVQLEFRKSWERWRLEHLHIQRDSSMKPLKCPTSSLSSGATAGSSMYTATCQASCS
GLP-1R inv ag: qHTS of GLP-1 Receptor Inverse Agonists (Inhibition Mode); 410,000 tested, 1.6% active; Potency, µM (titrated, usually from 38.3 µM), for inactives: top-dose activity change, negative = inhibition, usual class: inhibitors; Glucagon-like peptide 1 receptor (Homo sapiens), P43220; HEK293 GLP-1R CRE-luciferase, luminescence, 24 h; GLP-1R form is constitutively active; further: on the % scale 0 is the no-effect control and ±100 the full control effect; nearly all actives have a fitted effect of over 55% in size
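Readout was luciferase luminescence, measured 12 min after detection reagent at room temperature. Beforehand, GLP-1R reporter HEK293 cells had sat 12 h, then received compounds for 24 hr at 37 deg C.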
KB-3-1 cytotox: qHTS assay for MDR1-selective chemotherapeutics: Primary screen using the parental adenocarcinoma cell KB-3-1 | KB-3-1 viability, CellTiter-Glo ATP luminescence, 72 h | Potency, µM (top dose mostly 46.1 µM), for the others: top-dose activity change, negative = cytotoxic, usual class: cytotoxic | 400,000 tested, 1.4% active | AID 1347075, 2019; further: on the % scale 0 is the no-effect control and ±100 the full control effect; nearly all actives have a fitted effect of over 60% in size
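Cytotoxicity in the drug-sensitive parental line KB-3-1 was scored as loss of CellTiter-Glo luminescence following 72 h incubation with compound. Values come from curve fitting of normalized concentration-response data.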
GLP1R cytotox: qHTS of GLP-1 Receptor Inverse Agonists: Cytotox Screen | 410,000 tested, 0.13% active | Potency, µM (highest dose often 38.3 µM), without a hit: top-dose activity change, negative = inhibition, hits mostly inhibitors | HEK293 cAMP-luciferase reporter cells, luminescence, 24 h;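 further: loss of luciferase light is scored as toxicity; on the % scale 0 is the no-effect control and ±100 the full control effect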
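Step one: seed cells (200 cells/uL, DMEM with 10% Nu serum, 1% pen-strep). Step two: 12-hour incubation at 37 deg C. Step three: pin 23 nL compound, incubate 24 hr. Step four: add luciferase reagent, read luminescence 12 min later.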
TDP43 rescue: qHTS of TDP-43 Inhibitors | Potency, µM (series often up to 46.1 µM), for inactives: at the top dose growth rescue (activation), most hits filed as activators | 410,000 tested, 1.8% active | AID 652104, 2013 | TDP-43 expressing yeast growth rescue, BacTiter-Glo, 24 h; further: % of control where 0% means no effect; nearly all actives have a fitted effect of over 50% in size
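Yeast expressing TDP-43 (pregrown in raffinose, seeded at OD600=0.02 in galactose medium) exposed to compounds 24 hr at 30 deg C. Growth read by BacTiter-Glo luminescence; rescue of toxicity appears as increased signal.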
KB-V1 MDR tox: qHTS assay for MDR1-selective chemotherapeutics: Primary screen using the drug-selected MDR subline cells KB-V1; KB-V1 MDR cells viability, CellTiter-Glo, 72 h; Potency, µM (series often up to 46.1 µM), without a hit: top-dose activity change, negative = cytotoxicity, actives largely listed as cytotoxic; 400,000 tested, 3.4% active; further: on the % scale 0 is the no-effect control and ±100 the full control effect; nearly all actives have a fitted effect of over 60% in size
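qHTS viability screen in drug-selected KB-V1 MDR cells: 72 h compound treatment at 37 degrees C, ATP luminescence end point.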
* hit, by the source's call; u = inconclusive; x = no result given; [ ] = remark or other dose. The call rests on the fitted dose curve; in most records, active means well fitted curve in the direction sought with a large enough effect; inconclusive means small, poorly fitted or top-dose-only effect, or another doubt; inactive means no such curve, though single readings can be large; an effect the other way counts as inactive or inconclusive. Potency means the concentration at half of the fitted maximal effect.

SMILES	SW480 rerep	HT1080NT lethal	HT1080 IDH1KD tx	GLP-1R agonist	GLP-1R inv ag	KB-3-1 cytotox	GLP1R cytotox	TDP43 rescue	KB-V1 MDR tox
CN(Cc1ccccc1)C(=O)COC(=O)c1ccc(-n2cnnn2)cc1	-6.0%	-2.1%	-0.7%	-5.3%	4.3%	4.5%	0.0%	10.7%	3.4%
CNc1ccc(Br)cc(C(=O)/C=C/c2cc(OC)ccc2OC)c1=O	u	u	u	-7.7%	u	u	u	6.8%	18.4µM*
Cc1ccc(S(=O)(=O)N2CCCC(C(=O)NCCc3ccc(Cl)cc3)C2)cc1 (stereo not drawn)	x	-26.2%	-22.9%	-0.1%	u	-13.4%	0.4%	14.8%	-1.0%
Cc1cc(Nc2c(C)n(C)n(-c3ccccc3)c2=O)n2c(nc3ccccc32)c1C#N	-0.1%	11.0%	0.3%	2.6%	1.3%	12.5%	-18.7%	5.7%	0.0%
O=C(CSc1ccccc1F)NC(=O)NCc1ccco1	0.1%	-3.5%	2.4%	-2.1%	-16.8%	-14.0%	-5.0%	-25.3%	-28.8%
COc1ccc(CNC(=O)COC(=O)c2cc(-c3cccs3)nc3ccccc23)cc1OC	-5.8%	-9.5%	1.2%	5.2%	u	2.4%	-24.3%	-1.2%	2.3%
Cc1cc(C)cc(NC(=O)C2CCN(S(=O)(=O)c3ccc4[nH]c(=O)ccc4c3)CC2)c1	-1.6%	-2.5%	4.8%	5.5%	4.4%	1.9%	-9.3%	6.0%	17.7%
CS(=O)(=O)c1ccccc1-c1nnc(-c2ccc(Cl)cc2)o1	-19.1%	12.8%	-2.4%	9.6%	7.8%	34.5%	1.3%	28.6%	-26.4%
CC(C)NC(=O)Cn1cc(C(=O)C(=O)N2CCOCC2)c2ccccc21	-20.3%	4.9%	15.8%	-9.7%	25.3%	-2.0%	-2.9%	10.6%	-0.4%
COc1ccc(NC(=O)/C(C#N)=C\c2cc(C)n(-c3ccc4c(c3)OCO4)c2C)cc1	10.3µM*	1.84µM*	2.06µM*	11.2%	-4.3%	u	u	0.8%	2.06µM*
O=c1[nH]nc(N/N=C/c2ccc(Cl)cc2Cl)c(=O)[nH]1	11.6%	-2.6%	0.8%	-0.3%	-14.4%	-5.6%	-4.8%	20.9%	-1.2%
COC(=O)c1cc(Cl)c(NC(=O)c2ccc(C(C)(C)C)cc2)cc1OC	19.7%	u	11.2µM*	0.3%	-4.3%	-3.4%	-1.5%	-22.7%	-9.7%
CCN(CC(=O)Nc1c(F)cccc1F)C(=O)CCC(=O)c1ccc(C)cc1	0.1%	1.6%	16.7%	10.3%	-5.7%	8.3%	1.3%	16.7%	-5.0%
CCC1(c2ccccc2)NC(=O)N(Cc2ccc(C(=O)OC)cc2)C1=O (stereo not drawn)	-2.9%	10.3%	14.5%	0.0%	4.8%	7.5%	-8.5%	14.7%	7.7%
O=C(c1ccco1)N1CCN(c2nc(-c3ccc(F)cc3)cs2)CC1	4.9%	-8.7%	-19.1%	2.0%	34.0%[activator]	2.0%	8.0%	u	-6.1%
Cc1cc(C)c(C)c(S(=O)(=O)NCc2cccnc2)c1C	-2.8%	11.8%	-2.6%	-7.2%	0.0%	25.8%	3.8%	-19.3%	1.3%
Cc1noc(C)c1S(=O)(=O)N(CC(=O)Nc1ccc2c(c1)OCO2)c1ccc(C(C)C)cc1	-3.4%	23.4%	-2.1%	-2.5%	6.3%	-17.5%	2.2%	20.1%	u
CC1=CC(C)(C)N(C(=O)CSc2nnc(N)s2)c2c(C)cc(C)cc21	4.0%	-17.8%	-16.2%	-3.1%	8.3%	-4.3%	-5.6%	-11.3%	-16.4%
COCCN(C(=S)Nc1cccc(OC)c1)C(C)c1cccs1 (stereo not drawn)	-3.6%	9.4%	9.1%	-10.0%	-23.9%	-6.0%	-6.1%	29.3%	-12.7%
COc1ccccc1Nc1nnc(SCC(=O)c2c(N)n(C3CC3)c(=O)[nH]c2=O)s1	4.4%	-26.5%	-18.3%	11.4%	12.4%	2.8%	-3.0%	-0.5%	10.9%
Cc1c(N=Cc2nc3ccccc3n2C)c(=O)n(-c2ccccc2)n1C	2.0%	-5.3%	-3.2%	0.7%	-4.0%	-2.6%	6.8%	-34.5%[inhibitor]	2.1%
CN1C(=O)NC(c2cccc(O)c2)C(C(=O)c2cccs2)C1(O)C(F)(F)F (stereo not drawn)	-5.2%	-19.2%	15.7%[9.24 µM]	0.0%	6.9%	-10.1%	23.2%	-29.4%	-3.4%
COc1cc(C(O)c2nc(-c3ccncc3)cs2)ccc1F (stereo not drawn)	x	-20.9%	u	10.2%	1.9%	-7.1%	3.1%	2.8%	u
CC(CC(=O)NCc1cccnc1)c1ccccc1 (stereo not drawn)	1.4%	20.4%	16.2%	11.2%	0.0%	2.2%	-12.0%	-4.9%	2.9%
CCC(C)NC(=O)Cn1nc(Cc2ccncc2)c2ccccc2c1=O (stereo not drawn)	-10.4%	10.9%	14.2%	0.8%	33.6%	-0.4%	3.2%	-4.6%	3.8%

Overlap with the part before: five entries, followed by the next part.
SMILES	SW480 rerep	HT1080NT lethal	HT1080 IDH1KD tx	GLP-1R agonist	GLP-1R inv ag	KB-3-1 cytotox	GLP1R cytotox	TDP43 rescue	KB-V1 MDR tox
Cc1c(N=Cc2nc3ccccc3n2C)c(=O)n(-c2ccccc2)n1C	2.0%	-5.3%	-3.2%	0.7%	-4.0%	-2.6%	6.8%	-34.5%[inhibitor]	2.1%
CN1C(=O)NC(c2cccc(O)c2)C(C(=O)c2cccs2)C1(O)C(F)(F)F (stereo not drawn)	-5.2%	-19.2%	15.7%[9.24 µM]	0.0%	6.9%	-10.1%	23.2%	-29.4%	-3.4%
COc1cc(C(O)c2nc(-c3ccncc3)cs2)ccc1F (stereo not drawn)	x	-20.9%	u	10.2%	1.9%	-7.1%	3.1%	2.8%	u
CC(CC(=O)NCc1cccnc1)c1ccccc1 (stereo not drawn)	1.4%	20.4%	16.2%	11.2%	0.0%	2.2%	-12.0%	-4.9%	2.9%
CCC(C)NC(=O)Cn1nc(Cc2ccncc2)c2ccccc2c1=O (stereo not drawn)	-10.4%	10.9%	14.2%	0.8%	33.6%	-0.4%	3.2%	-4.6%	3.8%
COc1cccc(CC(NC(C)=O)C(=O)NC2CCN(c3c4c(nc5ncnn35)CCC4)CC2)c1 (stereo not drawn)	-3.9%	5.9%	8.7%	-2.9%	7.9%	18.5%	4.0%	24.2%	u
COc1ccc(CNC(=O)CN(C(=O)CCC(=O)Nc2ccccn2)c2ccc3c(c2)OCO3)cc1	-9.9%	13.1%	12.2%	4.9%	7.3%	12.0%	9.3%	u	-13.3%
CCC(C(=O)Nc1ccc(OC)c(Cl)c1)c1ccccc1 (stereo not drawn)	-1.4%	3.3%	-0.8%	1.0%	u	-7.5%	4.9%	-48.4%[inhibitor]	17.6%
O=C(c1ccco1)N1CCN(C(=O)C2CCN(S(=O)(=O)c3cnc[nH]3)CC2)CC1	-10.0%	8.0%	9.7%	1.0%	8.2%	-2.9%	-3.4%	12.9%	21.7%
Cc1ccc(C(=O)Nc2sc(C)c(-c3ccccc3)c2C(N)=O)cc1[N+](=O)[O-]	-0.2%	17.6%	8.9%	-9.1%	-59.7%	-0.6%	3.7%	-5.5%	-3.1%
CCOc1ccc(CC2CC(=O)NC2=O)cc1 (stereo not drawn)	3.1%	9.1%	15.4%	-22.2%	7.5%	8.6%	-11.2%	23.8%	u
Cn1c(=O)oc2cc(S(=O)(=O)N3CCCC(C(=O)N4CCN(c5ccc(F)cc5)CC4)C3)ccc21 (stereo not drawn)	x	x	x	-0.9%	6.0%	-20.8%	2.5%	4.0%	-11.2%
O=C(C1CCN(S(=O)(=O)c2cccc3cccnc23)CC1)N1CCCCC1	1.2%	-1.6%	-1.8%	-0.4%	1.1%	9.1%	6.8%	13.1%	3.0%
O=C(NCCCN1CCCC1=O)C(=O)NCC1OCCN1S(=O)(=O)c1ccc(Cl)cc1 (stereo not drawn)	-3.2%	0.2%	1.0%	-4.6%	9.3%	8.5%	1.2%	20.7%	25.9%
CCOc1ccc(CNC(=O)C2CCCN(c3nn4cc(-c5ccc(OC)cc5)nc4s3)C2)cc1 (stereo not drawn)	x	x	x	x	10.2%	-8.1%	21.3%	-6.5%	0.3%
CC(C)N1CCN(Cc2cccs2)CC1CCO (stereo not drawn)	-7.6%	13.9%	8.0%	-0.5%	-15.1%	2.1%	7.2%	9.3%	u
O=C(Nc1ccc(Cl)cc1)Nc1ccccc1C(=O)O	u	-13.5%	u	-7.8%	u	-13.0%	4.9%	-47.5%[inhibitor]	-18.4%
CN(C)CCNC(=O)C(=O)NCC1OCCN1S(=O)(=O)c1cc(F)ccc1F (stereo not drawn)	3.3%	2.1%	2.5%	-2.4%	-4.3%	x	5.8%	-19.4%	x
CCOC(=O)N1CCC(NC(=O)Cn2ncc3c2-c2cc(C)ccc2OC3)CC1	-0.5%	21.8%	-0.9%	9.7%	13.6%	21.6%	-23.9%	17.7%	-3.9%
Cc1ccnc(NC(=O)COc2ccc(Cl)cc2)n1	-5.6%	5.5%	6.2%	-1.7%	19.1%	0.0%	-15.5%	u	u
COc1ccc(NC(=O)CCc2c(C)nc3c(-c4ccccc4)c(C)nn3c2C)cc1Cl	x	x	x	1.1%	6.4%	-4.2%	-2.0%	13.4%	-3.0%
